# Screening results from PubChem BioAssay.
# TNAP inh hi DEA = inhibitors of human TNAP at high phosphate acceptor concentration. P05186. 200,000 tested, 0.03% active. inhibition, % at 20 µM. purified TNAP, CDP-star luminescence, 1 M DEA;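 active means over 50% inhibition of tissue-nonspecific alkaline phosphatase at 20 µM in the single-dose screen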;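 further: plate controls were DMSO wells for no effect and EDTA-quenched wells as full inhibition for full effect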
# Target sequence (P05186 whole entry, looked up): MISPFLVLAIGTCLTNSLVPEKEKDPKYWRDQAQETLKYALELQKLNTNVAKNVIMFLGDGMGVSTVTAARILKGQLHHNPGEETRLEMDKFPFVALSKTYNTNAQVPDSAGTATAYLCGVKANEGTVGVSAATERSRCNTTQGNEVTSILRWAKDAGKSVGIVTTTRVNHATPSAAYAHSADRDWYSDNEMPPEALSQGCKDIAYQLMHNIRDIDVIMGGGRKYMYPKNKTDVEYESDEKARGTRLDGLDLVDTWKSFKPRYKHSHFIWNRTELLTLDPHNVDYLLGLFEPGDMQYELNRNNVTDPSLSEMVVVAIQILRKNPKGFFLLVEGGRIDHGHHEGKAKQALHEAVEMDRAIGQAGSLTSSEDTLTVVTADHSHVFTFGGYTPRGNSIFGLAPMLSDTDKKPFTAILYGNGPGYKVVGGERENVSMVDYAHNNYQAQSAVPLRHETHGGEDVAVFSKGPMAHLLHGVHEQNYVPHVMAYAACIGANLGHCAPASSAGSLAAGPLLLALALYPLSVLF
# FLuc stim CS = affects firefly luciferase, flagging false hits in luciferase stimulation screens | 200,000 tested, under 10 active | ATPlite luciferase biochemical, luminescence, 10 min; 0 = ATP-free wells, 1 = DMSO control | P08659 | activation factor at 10 µM;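 active means luciferase activation factor, scaled between plate controls, of at least 2 with compound at 10 µM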
# Target sequence (P08659 whole entry, looked up): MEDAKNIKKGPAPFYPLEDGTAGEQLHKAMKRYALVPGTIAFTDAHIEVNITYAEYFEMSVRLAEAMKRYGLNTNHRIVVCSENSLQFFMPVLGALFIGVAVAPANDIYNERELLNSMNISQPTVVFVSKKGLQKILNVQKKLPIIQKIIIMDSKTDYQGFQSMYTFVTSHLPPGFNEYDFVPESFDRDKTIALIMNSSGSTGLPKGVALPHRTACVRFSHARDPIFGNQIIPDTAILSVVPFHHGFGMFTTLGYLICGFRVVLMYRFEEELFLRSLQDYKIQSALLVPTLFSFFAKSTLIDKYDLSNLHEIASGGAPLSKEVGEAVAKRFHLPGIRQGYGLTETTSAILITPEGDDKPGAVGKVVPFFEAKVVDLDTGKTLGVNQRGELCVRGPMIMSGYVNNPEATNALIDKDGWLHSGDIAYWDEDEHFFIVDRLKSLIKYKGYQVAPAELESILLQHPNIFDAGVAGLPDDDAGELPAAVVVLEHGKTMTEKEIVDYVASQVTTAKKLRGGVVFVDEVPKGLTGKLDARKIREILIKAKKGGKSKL
#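 Assay system: Luciferase/luciferin detection reagent, cell-free biochemical luciferase assay / Also added: ATP substrate / Schedule: 10 min at ambient temperature / Measured by: luminescence measurement of luciferase light output / Benchmarks: low control with PBS replacing ATP, high control enzyme plus ATP without compound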
# TNAP act hi DEA = increases human TNAP activity under high phosphate acceptor concentration. P05186. purified TNAP, CDP-star luminescence, 1 M DEA, 30 min; active compounds read high; 0 = EDTA background, 1 = DMSO-only activity. activation factor at 20 µM. 200,000 tested, under 10 active. AID 1136;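 active means activation factor at least 2 at 20 µM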
#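 Test system – human TNAP · Doses – 20 µM single point · Incubation – 30 min, room temperature · Signal – luminescent substrate turnover signal · Read-out basis – activation factor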
# bIAP activator = increases bovine intestinal alkaline phosphatase activity. purified bovine IAP, CDP-star luminescence, 30 min; active compounds read high; fold of DMSO-control signal, blank-subtracted. activation factor at 20 µM. 200,000 tested, 0.17% active;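 active means activation factor of 2 or more at 20 µM, a signal rise over negative controls twice the positive control's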
# bIAP inhibitor = blocks bovine intestinal alkaline phosphatase activity; purified bovine IAP, CDP-star luminescence, 30 min; inhibition, % at 20 µM; 190,000 tested, under 10 active; AID 1019;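 active means over 50% inhibition of intestinal alkaline phosphatase at 20 µM in the single-dose screen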
#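 Assay system: bovine IAP enzyme; medium: DEA buffer 100 mM, pH 9.8, with MgCl2 1.0 mM, ZnCl2 0.02 mM; doses: 20 µM single dose; incubation: enzyme reaction for 30 min at room temperature; detection: CDP-star luminescence signal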
# FLuc inhib CS = counter-screen for luciferase assay inhibitors: firefly luciferase inhibition; P08659; ATPLite firefly luciferase biochemical luminescence, 10 min; inhibition, % at 10 µM; 200,000 tested, 1.5% active;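 active means inhibition above about 50% when tested at 10 µM, limit read from the data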
# APP transl inh = APP translation inhibition; inhibition, % at 2 µM; AID 1285; SH-SY5Y APP 5'UTR-luciferase reporter, luminescence; 190,000 tested, 0.82% active;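 active means inhibition above a set limit, derived from the sample mean plus 3 SD, cut at about 45% in these data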; further: values of inactives mirror those of a sister screen read the other way
# TNAP inh no acc = blocks human TNAP activity with no phosphate acceptor present; P05186; purified TNAP, CDP-star luminescence, 30 min; inhibition, % at 20 µM; 200,000 tested, 0.26% active;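 active means tissue-nonspecific alkaline phosphatase inhibition above about 50% at 20 µM in the single-dose screen, limit read from the data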;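 further: 0% = DMSO negative control and 100% = EDTA positive control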
# RAM network inh = inhibitors of the yeast RAM network; S. cerevisiae dse1pr::URA3 reporter, 5-FOA growth OD615, 2 d; analog-sensitive cbk1-as2 kinase mutant strain; inhibition, % at 50 µM; 190,000 tested, 1.8% active;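 active means inhibition above a set limit, 3 SD over mean compound inhibition, cut at about 8.4% in these data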;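 further: 0% = DMSO-only wells with no growth and 100% = 10 µM 1-NA-PP1 full growth; inhibition rescues growth on 5-FOA so higher OD means more RAM inhibition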
# Lmaj promast = inhibitors of Leishmania major promastigote growth | Leishmania major promastigotes, resazurin fluorescence viability | inhibition, % at 10 µM | 200,000 tested, 9% active | AID 1063; in the data active means inhibition above about 50%;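 further: promastigotes grown with compound for 44 hours at 28 °C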
# The depositor's hits bear a star; . = no result given. This is a random part of the collection. Share with any hit: about 13%.
SMILES,TNAP inh hi DEA,FLuc stim CS,TNAP act hi DEA,bIAP activator,bIAP inhibitor,FLuc inhib CS,APP transl inh,TNAP inh no acc,RAM network inh,Lmaj promast
[O-]c1n[n+](-c2ccc(Cl)cc2)cc2ccccc12,-4.3,1,1,1,-2.2,0.3,5.5,-5.9,0.1,1.5
CN(C(=O)C1CCOC1)c1nnc(-c2ccncc2)s1 (stereo not given),-2.4,1,1,0.8,16.4,-3.4,-2.0,-12.5,1.2,-5.0
CC(=O)c1cccc(NC(=O)Nc2cnn(Cc3ccc(F)cc3)c2)c1,-5.3,0.9,1.1,0.9,9.0,5.6,-19.2,2.4,2.1,10.7
COc1cccc(CNC(=O)CCC2CCCN(C(=O)c3cc(C4CC4)[nH]n3)C2)c1 (stereo not given),3.7,0.9,1,2.2*,-123.4,5.8,-13.4,19.9,-0.1,5.1
Cc1cccc(NC(=O)/C(=C/c2cccc([N+](=O)[O-])c2)NC(=O)c2cccs2)c1,5.4,1,0.9,0.9,8.9,-3.6,-5.7,2.5,6.8,-1.0
NC(=O)c1nn(-c2cccc(Cl)c2)c(=O)cc1O,0.7,1,1,1,0.6,-1.9,-6.9,-7.8,-0.2,1.0
CC(C)(C)NC(=O)NC(=O)CSc1ncn[nH]1,-0.6,1,1,1.2,-17.9,0.0,12.3,-1.1,2.2,-4.3
O=C(NCc1cc(Br)cc(Br)c1OC(=O)c1ccccc1[N+](=O)[O-])c1ccccc1,0.4,1,1,0.9,13.9,-3.1,3.9,-5.1,3.8,-2.4
CC(=NCC1CCCO1)C1=C(O)CC(C)(C)CC1=O (stereo not given),-0.5,1,1,0.9,8.1,-4.0,10.4,-7.7,0.1,-1.0
CCOC(=O)N1CCC2(CC1)C(C#N)=C(N)OC1=C2C(=O)CC(C)(C)C1,-1.0,1,1,1,1.9,-1.0,-12.0,-6.2,0.3,1.2
O=C(Nc1ccc2c(c1)CCC2)c1ccc(F)cc1,-4.1,0.3,1,1,2.7,69.5*,-196.6,-9.7,0.9,-1.2
CCC(=O)N1CCc2cc(Br)cc(S(=O)(=O)N3CCN(C(=O)c4ccco4)CC3)c21,-1.5,1.1,1,1,2.3,-8.4,-10.9,-3.8,1.3,0.5
Cc1c(Cl)cccc1NC(=O)NC1CCCCC1,-7.9,1.1,1.1,0.6,39.0,-5.4,-11.2,-16.3,1.2,-2.0
O=C1CC(N(C(=O)c2ccco2)c2ccc(F)cc2)C(=O)N1c1ccc(F)cc1 (stereo not given),-3.2,1,1,0.9,7.6,-4.5,3.1,-7.5,3.9,-6.3
CCOC(=O)CC1C(=O)NCCN1Cc1cccc(OC)c1 (stereo not given),-4.7,1.1,1,0.9,6.3,-5.9,-5.0,5.7,1.6,-5.9
O=C(O/N=C1/CCCc2occc21)c1ccc(F)cc1,-2.7,0.2,1,1,-3.2,80.0*,18.9,-13.4,0.2,-16.2
COc1ccc(C(=O)N2CCc3cc(OC)c(OC)cc3C2c2cccc([N+](=O)[O-])c2)cc1 (stereo not given),2.4,1,1,1,-1.8,-0.5,-17.0,3.8,1.6,13.2
COc1ccc(C(=O)/C=C/c2cc(OC)c(O)c(OC)c2)c(F)c1,43.0,1,0.6,1.1,-7.9,1.5,0.8,33.5,-1.2,89.8*
O=C(COC(=O)CSc1ccc2ccccc2c1)NC1CCCC1,-1.0,1,1,0.8,15.1,-3.8,-0.7,-8.6,2.6,-7.0
Cn1cnnc1SCC(=O)NNC(=O)COc1ccc(Br)cc1,-1.2,1,1,1.3,-29.4,3.3,19.6,-121.4,1.3,-4.4
NC(=O)C1CCN(C(=O)OCc2ccccc2)CC1,-4.4,1.1,1,1,3.8,-5.6,-6.6,-10.1,1.6,-6.2
Cc1ccccc1Nc1nc(N)nc(CN(C)c2ccccc2)n1,-6.2,1,1.1,0.9,11.0,-4.7,-11.6,-11.2,1.9,2.8
O=C1c2ccccc2C(=O)N1CCCc1nc(-c2cccnc2)no1,1.0,1,1,0.9,8.0,-2.2,0.9,-7.7,2.7,0.9
CC1CC(C)CN(C(=O)c2ccc3c(c2NCCO)C(=O)c2ccccc2C3=O)C1 (stereo not given),16.4,1,0.8,0.5,.,0.2,-1.4,20.7,1.7,99.3*
CCOCCCNC(=O)CCCC1=NS(=O)(=O)c2ccccc2N1,-0.3,1,1,1,-0.3,0.4,4.1,-6.1,-0.4,-4.5
CCn1ncc(C2=NOC(C(=O)NCc3ccccc3)C2)c1C (stereo not given),0.6,1,1,1,3.6,-3.2,71.7*,-6.0,2.9,-1.6
COc1cccc(-c2nn(C)c3sc(C(=O)NCc4ccco4)cc23)c1,-2.8,1,1,0.9,7.3,0.0,10.3,-9.6,6.3,-0.5
c1ccc2c(NC3=NCCCCS3)cccc2c1,-7.6,1.1,1.1,1,1.4,-6.4,-1.9,-13.2,0.2,13.7
S=C1NC2=C(CCCC2)C2(CCCCC2)N1,0.5,1.1,1,0.9,8.8,-5.5,3.4,3.2,2.3,8.3
CCCc1nc(SCC(=O)c2ccc(OC)cc2)c2ccccc2n1,0.5,1,1,0.9,7.0,-4.9,-29.3,-5.7,-1.2,39.0
Cc1cc(NC(=O)Cc2ccccc2)ccc1NC(=O)c1cccs1,0.5,1,1,0.9,9.8,-1.1,11.2,-4.7,3.9,-2.4
O=S(=O)(N/N=C1/CCCc2ccccc21)c1ccc(Br)cc1,-0.2,1.1,1,0.8,16.6,-7.9,-0.4,-7.6,0.5,-6.5
CC(OC(=O)CNC(=O)c1ccco1)C(=O)N(C)c1ccccc1 (stereo not given),-7.7,1,1.1,0.9,8.6,-3.0,1.8,-22.0,2.1,-9.5
CCc1ccc(C(=O)c2ccccc2C(=O)O)s1,-2.5,1.1,1,1,1.6,-6.1,-2.3,-10.7,0.0,-1.4
Cc1ccccc1-c1nnc(SCC(=O)Nc2cccc(C)c2C)o1,-4.0,1,1,1,3.6,-2.5,-12.4,-19.2,2.8,-1.7
COC(=O)C1=C(C)NC2=C(C(=O)CCC2)C1c1cn(Cc2ccc(Br)cc2)nc1-c1ccccc1 (stereo not given),-10.3,1.1,1.1,1.1,-12.5,-5.7,-5.6,-15.6,5.8,15.7
CC1CCCCN1C(=O)C12CCC(C)(C(=O)C1)C2(C)C (stereo not given),-1.3,1,1,0.9,5.3,2.2,6.5,-2.2,0.3,2.6
CC(=O)Nc1sc(C)c(C)c1CN1CCN(Cc2ccccc2)CC1,-4.3,1.1,1,1.1,-10.0,-7.7,-4.3,-6.8,1.5,2.0
Cc1c(/C=N/n2cnnc2)c2ccccc2n1CCOc1ccc(Cl)cc1,-3.6,1.1,1,0.9,9.3,-5.9,1.1,-2.5,4.7,6.9
O=[N+]([O-])c1ccc(N2CCOCC2)cn1,-4.0,1,1,0.9,12.0,-4.0,-13.8,-8.7,-0.2,-3.9

# Sorted by value in bIAP activator (descending): three of the compounds above
compound	bIAP activator
CCc1ccc(C(=O)c2ccccc2C(=O)O)s1	1
Cc1c(/C=N/n2cnnc2)c2ccccc2n1CCOc1ccc(Cl)cc1	0.9
O=S(=O)(N/N=C1/CCCc2ccccc21)c1ccc(Br)cc1	0.8

# Later entries.
SMILES,TNAP inh hi DEA,FLuc stim CS,TNAP act hi DEA,bIAP activator,bIAP inhibitor,FLuc inhib CS,APP transl inh,TNAP inh no acc,RAM network inh,Lmaj promast
CN(C)c1nc(N)nc(N(c2ccccc2)c2ccccc2)n1,-3.9,1.1,1,0.9,8.8,-9.0,1.1,4.1,-0.5,2.8
Cc1nc(N/C(N)=N/S(=O)(=O)c2ccc([N+](=O)[O-])cc2)nc2ccccc12,-1.8,1.1,1,1,-4.9,-9.6,3.6,-5.6,2.5,53.8*
Cc1cc(NC(=O)Nc2ccccc2[N+](=O)[O-])no1,-4.2,0.9,1,0.8,18.6,5.9,-8.5,-7.9,2.5,-3.7
CCC1CCCCN1C(=S)NC1CCCCC1 (stereo not given),1.5,1.1,1,1.1,-14.2,-5.8,-27.1,-3.0,1.0,-1.7
CCOc1cccc(OCCn2cnc3ccccc3c2=O)c1,2.2,1,1,1.1,-7.8,-3.0,-27.9,-14.2,0.9,-1.4
COc1ccccc1N1CCN(C(=O)C(C)N(c2ccccc2)S(C)(=O)=O)CC1 (stereo not given),2.4,1,1,1,0.0,1.2,1.1,-0.9,1.4,0.3
COc1ccc(-c2cc(C(F)(F)F)n3nc(C(=O)NCCN4CCOCC4)cc3n2)cc1,2.5,1,1,1,2.2,0.4,-5.5,-0.8,-1.0,10.1
NCC/C=C1/c2ccccc2CSc2ccccc21,3.0,1.1,1,0.9,7.2,-6.7,1.4,-3.8,3.6,53.6*
N#C/C(=C1/CCCN1)c1ccccn1,-4.2,1,1,0.9,13.6,-4.2,-2.3,-9.8,-0.2,-1.2
CC(C)(C)C1CCC(OCC(O)CN2CCN(c3ccccn3)CC2)CC1 (stereo not given),-6.6,1,1.1,1,0.4,-3.9,4.6,-8.9,0.8,93.7*
CCC(CC(C)(C)O)C(=O)NNC(=S)Nc1ccccc1 (stereo not given),-6.7,0.9,1.1,1.9,-92.5,5.2,8.6,-152.6,-1.6,-4.8

# Nothing new here: entries from further up.
SMILES,TNAP inh hi DEA,FLuc stim CS,TNAP act hi DEA,bIAP activator,bIAP inhibitor,FLuc inhib CS,APP transl inh,TNAP inh no acc,RAM network inh,Lmaj promast
NCC/C=C1/c2ccccc2CSc2ccccc21,3.0,1.1,1,0.9,7.2,-6.7,1.4,-3.8,3.6,53.6*
N#C/C(=C1/CCCN1)c1ccccn1,-4.2,1,1,0.9,13.6,-4.2,-2.3,-9.8,-0.2,-1.2
CC(C)(C)C1CCC(OCC(O)CN2CCN(c3ccccn3)CC2)CC1 (stereo not given),-6.6,1,1.1,1,0.4,-3.9,4.6,-8.9,0.8,93.7*
CCC(CC(C)(C)O)C(=O)NNC(=S)Nc1ccccc1 (stereo not given),-6.7,0.9,1.1,1.9,-92.5,5.2,8.6,-152.6,-1.6,-4.8

# Single records, from the list above:
# Entry for `CN(C)c1nc(N)nc(N(c2ccccc2)c2ccccc2)n1` : TNAP inh hi DEA = -3.9; FLuc stim CS = 1.1; TNAP act hi DEA = 1; bIAP activator = 0.9; bIAP inhibitor = 8.8; FLuc inhib CS = -9.0; APP transl inh = 1.1; TNAP inh no acc = 4.1; RAM network inh = -0.5; Lmaj promast = 2.8
# Entry for `NCC/C=C1/c2ccccc2CSc2ccccc21` : TNAP inh hi DEA = 3.0; FLuc stim CS = 1.1; TNAP act hi DEA = 1; bIAP activator = 0.9; bIAP inhibitor = 7.2; FLuc inhib CS = -6.7; APP transl inh = 1.4; TNAP inh no acc = -3.8; RAM network inh = 3.6; Lmaj promast = 53.6*
